High-throughput results (PubChem)
Rad51 HR inh – human RAD51 strand exchange inhibitors, primary screen, biochemical, fluorescence. DNA repair protein RAD51 homolog 1 (Homo sapiens), Q06609. hRad51 DNA strand exchange, fluorescence dequenching. inhibition, % at 10 µM. 200,000 tested, 0.085% active. AID 1385, 2008;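 active means inhibition above 40% at the single screening dose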;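 further: 0% = DMSO control wells and 100% = blanks with heterologous ssDNA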
Target sequence (Q06609 whole entry, looked up): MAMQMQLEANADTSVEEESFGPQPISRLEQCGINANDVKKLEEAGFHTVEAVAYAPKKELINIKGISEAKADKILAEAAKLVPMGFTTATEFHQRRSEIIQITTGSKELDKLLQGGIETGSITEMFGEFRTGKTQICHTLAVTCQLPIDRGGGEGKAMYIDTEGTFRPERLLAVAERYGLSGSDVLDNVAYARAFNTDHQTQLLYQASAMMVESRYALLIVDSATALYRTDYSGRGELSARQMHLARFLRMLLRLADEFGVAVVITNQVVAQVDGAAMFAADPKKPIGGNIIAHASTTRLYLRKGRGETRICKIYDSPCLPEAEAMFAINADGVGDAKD
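Material: Human Rad51 nucleoprotein filaments preassembled on unlabelled ssDNA | Also added: Labelled 47-mer dsDNA for strand exchange | Dosing: Single dose, 10 µM final compound | Schedule: 30-min compound preincubation and 15-min exchange, both room temperature | Technique: Fluorescence dequenching at 485/520 nm | Measure: Percent inhibition relative to plate controls and blanks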
thrombin 1536 – human alpha-thrombin inhibitors, primary screen, counter-screen for coagulation protease inhibitor project, biochemical, 1536-well, fluorogenic AMC substrate; Prothrombin (Homo sapiens), P00734; inhibition, % at 5 µM; Boc-VPR-AMC fluorogenic substrate cleavage; 220,000 tested, 0.26% active;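 active means inhibition at or above 40%; inactive means inhibition below 40%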;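 further: 0% = enzyme with no compound and 100% = wells without enzyme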
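System – human alpha-thrombin · Medium – pH 7.5 Tris (50 mM) with NaCl 150 mM, Tween 20 0.05% · Compound – single-point dosing at 5 µM, 0.2% DMSO · Incubation – enzyme reaction carried out at room temperature · Technique – fluorescence of released AMC, ex 355 nm, em 460 nm · Read-out basis – % inhibition of thrombin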
hK5 inh – human KLK5 protease inhibitors, primary screen, biochemical, 1536-well. 210,000 tested, 0.59% active. inhibition, % at 5 µM. recombinant hK5, fluorogenic AMC substrate cleavage. Kallikrein-5 (Homo sapiens), Q9Y337;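 active means inhibition of 40% or more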;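 further: 0% = enzyme controls without compound and 100% = no-enzyme blanks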
Target sequence (Q9Y337 67-293 limits assumed): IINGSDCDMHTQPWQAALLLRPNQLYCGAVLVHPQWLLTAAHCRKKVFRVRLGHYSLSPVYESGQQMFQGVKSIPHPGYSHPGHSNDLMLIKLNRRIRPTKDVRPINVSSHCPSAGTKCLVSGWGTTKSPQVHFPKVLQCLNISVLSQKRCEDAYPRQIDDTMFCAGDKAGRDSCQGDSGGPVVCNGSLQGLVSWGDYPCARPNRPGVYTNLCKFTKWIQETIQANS
eIF4E-4G inh – eIF4E–eIF4G protein interaction inhibitors, primary screen, biochemical, uHTS, TR-FRET, eIF4GI fragment; Eukaryotic translation initiation factor 4E (Mus musculus) + Eukaryotic translation …; inhibition, % at 21.7 µM; 220,000 tested, 0.37% active; TR-FRET eIF4E-eIF4GI(517-606) binding, 2 h;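 further: 0% = full FRET control wells and 100% = background wells lacking eIF4GI fragment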
14-3-3 Bad inh – inhibitors of 14-3-3 zeta/Bad binding, primary screen, biochemical, TR-FRET, bovine 14-3-3 zeta | 220,000 tested, 0.71% active | TR-FRET 14-3-3zeta/Dy647-pBad peptide displacement, 1 h | inhibition, % at 21.7 µM;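 active means inhibition above about 70%, limit read from the data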;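 further: 0% = full 14-3-3 plus peptide FRET controls and 100% = background without 14-3-3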
Target sequence (P63103 whole entry, looked up): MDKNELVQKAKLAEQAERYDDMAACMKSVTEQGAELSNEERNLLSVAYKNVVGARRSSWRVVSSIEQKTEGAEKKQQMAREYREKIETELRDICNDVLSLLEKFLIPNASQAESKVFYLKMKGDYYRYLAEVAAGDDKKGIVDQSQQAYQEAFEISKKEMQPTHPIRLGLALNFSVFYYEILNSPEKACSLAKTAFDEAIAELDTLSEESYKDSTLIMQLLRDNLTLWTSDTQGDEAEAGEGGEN
EBV gp42 inh – Epstein-Barr virus gp42 inhibitors, primary screen, biochemical, uHTS, fluorescence polarization; AID 1085, 2008; inhibition, % (tested at 21.74 µM); 220,000 tested, 0.42% active; Fluorescence polarization binding assay, mP read-out; Glycoprotein 42 (Epstein-Barr virus (strain AG876)), Q1HVG2; in the data active means inhibition above about 50%
Target sequence (Q1HVG2 whole entry, looked up): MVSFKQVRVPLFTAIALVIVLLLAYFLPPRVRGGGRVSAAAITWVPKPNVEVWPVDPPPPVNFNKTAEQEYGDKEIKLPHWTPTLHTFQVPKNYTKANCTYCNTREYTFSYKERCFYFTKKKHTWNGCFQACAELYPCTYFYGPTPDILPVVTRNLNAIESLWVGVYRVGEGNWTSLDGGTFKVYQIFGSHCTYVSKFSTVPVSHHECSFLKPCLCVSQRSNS
Furin inhibitor – human furin inhibitors, primary screen, biochemical, fluorescence intensity | P09958 | purified furin, fluorogenic substrate cleavage | inhibition, % at 30 µM | 220,000 tested, 0.061% active | AID 463115, 2010; in the data active means inhibition above about 25%; further: inactives centre near -15
p47phox inh – p47phox/p22phox peptide binding inhibitors, primary screen, biochemical, uHTS, NADPH oxidase regulatory subunit; Neutrophil cytosol factor 1 (Homo sapiens), P14598; fluorescence polarization, 2 h; inhibition, % at 24.7 µM; 220,000 tested, 0.53% active; AID 1274, 2008;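 further: 0% = p47phox with labelled peptide and 100% = labelled peptide alone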
KCC2 mod – KCC2 cotransporter modulators, thallium flux, primary screen, cell-based, HEK293 KCC2, FluoZin-2 fluorescence, MLSMR. AID 1456, 2008. B-score of Tl+ flux slope (higher = more flux/activation; lower = inhibition) at 10 µM. 190,000 tested, 2.2% active. Solute carrier family 12 member 5 (Homo sapiens), Q9H2X9. KCC2 cells, thallium flux FluoZin-2 fluorescence;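 active means thallium flux slope and its plate-corrected score both differing from the plate sample mean at a set confidence after two filtering rounds, in either direction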;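 further: slope of fluorescence scaled to starting intensity during 10 to 20 s after thallium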
The depositor's hits bear a star; x = not tested or not shown; [ ] = another dose, or the depositor's remark.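 How the source made its calls, unless noted: active means inhibition above about 30% (limit read from the data); inactive means the rest.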

SMILES	Rad51 HR inh	thrombin 1536	hK5 inh	eIF4E-4G inh	14-3-3 Bad inh	EBV gp42 inh	Furin inhibitor	p47phox inh	KCC2 mod
CC(NC(=O)Cn1cccc1C(=O)c1ccccc1)c1ccc2c(c1)OCCO2 (stereo not drawn)	x	-2.1	x	5.8	3.2	-0.1	-3.0	70.7*	-1.48
COC(=O)CCC(=O)NC(=S)Nc1cc(Cl)ccc1Cl	-6.6	-4.7	6.2	0.5	-4.4[fluorescence artefact?]	13.0	-14.7[20 µM]	11.4	x
Cc1nnsc1-c1onc(C)c1C(=O)O/N=C/c1ccc(Cl)cc1	-4.9	-1.8	-2.9	4.6	-4.8	-6.7	-13.7	-12.7	-0.326
O=C(Cc1ccccc1)Nc1ccc(NC(=O)c2cccs2)cc1	-0.4	-7.4	2.6	-2.1	8.7	-12.8	-13.2	0.1	0.208
CC(C)CN(CC(C)C)S(=O)(=O)N1CCC(C(=O)NCc2cccs2)CC1	3.7	0.9	14.3	5.4	3.9	9.2	-11.4	-5.8	-0.276
CCN(CC)CCNC(=O)c1ccc(NC(=O)COc2ccccc2F)cc1	-8.2	-4.2	-18.4	-0.9	-7.5	-15.8	-26.1	-9.7	x
O=C(Nc1ccc(-c2noc(CCc3ccccc3)n2)cc1)c1ccco1	13.5	-2.5	-0.4	1.9	3.1	-36.8	-10.7	-57.4	-2.97
CC(C)CC(=O)NC(=S)N(Cc1ccccc1)Cc1ccccc1	5.1	-8.2	-5.6	0.7	-6.5	11.8	-13.2	0.8	49.3*
COC(=O)c1ccc(Cl)c(NC(=O)NC2CCCCC2)c1	-10.2	1.9	-17.6	3.7	-11.6[fluorescence artefact?]	-18.4	-1.5	-25.4	0.0192
c1ccc(Nc2nc3ccccc3n3nnnc23)cc1	-15.4	-0.7	-0.2	3.7	-4.5	42.3	-11.7	-9.8	-0.236
O=C(CSc1ncn(-c2ccccc2)n1)Nc1nncs1	-96.0	1.6	-9.4	4.6	-6.1	-18.6	-21.8	-4.1	0.237
CCCN(CCC)C(=O)C1CC(=O)OC12CCCCC2 (stereo not drawn)	8.6	-0.3	3.7	1.3	-16.0	-12.6	-22.1	-8.1	0.108
CCc1cccc(C)c1NC(=S)N(CCCN1CCOCC1)Cc1cccnc1	2.3	-15.6	-6.2	-2.0	-10.7	5.2	-10.3	1.6	0.514
Cc1onc(-c2ccccc2Cl)c1C(=O)Nc1ccc(-n2nncc2C(C)(C)C)cc1	3.6	1.5	-0.8	3.0	5.0	-4.7	-8.6	-21.2	x
CCOc1cc(/C=N\Nc2nc(-c3ccc(C)cc3)c(NC(C)=O)s2)ccc1O	x	-7.0	2.6	-5.0	-9.0	-12.1	-5.7	-13.6	0.429
CCOn1c(SCC)nc2ccccc2c1=O	0.3	1.4	-17.5	-3.8[fluorescence artefact?]	-2.0	-10.1	-12.0[20 µM]	-5.4	-0.175
CN(CCO)c1ccc([N+](=O)[O-])cc1C(=O)O	-6.8	-5.2	-6.0	0.9	35.8[fluorescence artefact?]	-4.6	-1.6[20 µM]	-3.3	-1.08
COc1ccc(NS(=O)(=O)c2cc(C)ccc2NC(=O)c2cc(C)oc2C)cc1	6.2	-1.1	12.5	x	x	-2.2	-11.7	-54.7	x
CCC(C)(C(=O)NC1CCCCC1)N(C(=O)CNC(=O)c1ccccc1)c1c(C)n(C)n(-c2ccccc2)c1=O (stereo not drawn)	5.8	4.3	-20.3	-2.9	-1.4	-8.5	-31.7	-7.8	0.656
O=C(O)CCC(=O)N1CCc2cc(S(=O)(=O)N3CCN(c4ccc(F)cc4)CC3)ccc21	5.0	2.3	-6.7	-1.8	-4.7	-23.1	-8.5	-11.3	-0.203

The final 6 compounds of the part above are carried over, then new ones follow.
SMILES	Rad51 HR inh	thrombin 1536	hK5 inh	eIF4E-4G inh	14-3-3 Bad inh	EBV gp42 inh	Furin inhibitor	p47phox inh	KCC2 mod
CCOc1cc(/C=N\Nc2nc(-c3ccc(C)cc3)c(NC(C)=O)s2)ccc1O	x	-7.0	2.6	-5.0	-9.0	-12.1	-5.7	-13.6	0.429
CCOn1c(SCC)nc2ccccc2c1=O	0.3	1.4	-17.5	-3.8[fluorescence artefact?]	-2.0	-10.1	-12.0[20 µM]	-5.4	-0.175
CN(CCO)c1ccc([N+](=O)[O-])cc1C(=O)O	-6.8	-5.2	-6.0	0.9	35.8[fluorescence artefact?]	-4.6	-1.6[20 µM]	-3.3	-1.08
COc1ccc(NS(=O)(=O)c2cc(C)ccc2NC(=O)c2cc(C)oc2C)cc1	6.2	-1.1	12.5	x	x	-2.2	-11.7	-54.7	x
CCC(C)(C(=O)NC1CCCCC1)N(C(=O)CNC(=O)c1ccccc1)c1c(C)n(C)n(-c2ccccc2)c1=O (stereo not drawn)	5.8	4.3	-20.3	-2.9	-1.4	-8.5	-31.7	-7.8	0.656
O=C(O)CCC(=O)N1CCc2cc(S(=O)(=O)N3CCN(c4ccc(F)cc4)CC3)ccc21	5.0	2.3	-6.7	-1.8	-4.7	-23.1	-8.5	-11.3	-0.203
COc1ccc(C)cc1NC(=O)CSc1nnc(-c2ccco2)n1N	-8.7	1.4	-0.6	-3.7	-12.6[fluorescence artefact?]	-16.0	-19.8[20 µM]	-5.9	-0.103
C/C=C(\C)c1nnc(NC(=O)C(C)C)s1	3.6	1.0	-10.3	7.8	-5.8	-14.0	11.3[20 µM]	-7.8	0.253
Cc1ccc(N(CC(=O)Nc2ccc(F)cc2)S(=O)(=O)N2CCCC2)cc1	-3.3	0.9	1.6	0.2	-1.7	-14.1	-12.1[20 µM]	-18.8	0.000237
O=S(=O)(NCc1ccccc1)c1ccc(S(=O)(=O)N2CCCCC2)cc1	5.8	6.1	-17.4	-12.1	-11.8	-25.1	-27.1	-7.4	x
CCOC(=O)C1CCN(C(=O)c2ccccc2N(C)S(C)(=O)=O)CC1	-10.3	2.1	6.3	-2.8[fluorescence artefact?]	3.9[fluorescence artefact?]	-17.4	-18.7[20 µM]	-10.0	1.01
COc1ccc(N2CCN(c3ccc([N+](=O)[O-])cc3Cl)CC2)cc1	16.8	-12.4	-10.9	3.9[fluorescence artefact?]	-2.5[fluorescence artefact?]	-13.2	-24.3	-1.3	x
O=C(COc1ccc2c3c(c(=O)oc2c1)CCC3)c1ccc2c(c1)OCO2	7.9	-2.5	-3.6	-30.6	26.4	-13.1	-13.6	9.2	x
COc1cc(C2c3c(-c4cc(Cl)c(C)cc4O)n[nH]c3C(=O)N2Cc2cccnc2)ccc1O (stereo not drawn)	-3.3	0.5	-12.9	5.0	-14.1	-11.2	-27.4	-7.2	0.55
C#CCOC(=O)c1ccccc1C(=O)OCC#C	x	2.5	3.9	0.8[fluorescence artefact?]	16.7	2.0	-14.7	0.6	1.56
O=C(CCOc1ccccc1)Nc1cccc([N+](=O)[O-])c1	12.2	-4.2	-1.4	-1.8	-11.8	-9.5	-21.3	-1.5	-1.85
CCN(CC)S(=O)(=O)c1cccc(C(=O)N/N=C/c2cc(OC)c(O)c(OC)c2)c1	3.3	0.3	-0.7	-4.4	5.1	-9.1	-7.8	-12.6	-0.671
Cn1c(=O)[nH]c(=O)c2c1nc(Br)n2CCC(=O)c1ccccc1	-5.4	-4.2	1.5	2.5	4.2	-13.0	-31.1	-4.1	x
CC1CC2=C(C(=O)O1)C(c1ccc(Cl)cc1)Nc1ccccc1N2 (stereo not drawn)	2.8	-8.2	-4.6	0.9	-9.2	16.6	2.5	5.5	0.227
O=C(Nc1ncccn1)c1cc(-c2ccc(F)cc2)nc2ccccc12	5.9	-13.0	-1.9	1.0	-10.1	5.1	-13.0	-12.5	-0.904
CC(Sc1nncn1C)C(=O)Nc1ccc(Cl)cn1 (stereo not drawn)	6.7	-2.6	6.6	1.2	-7.0	-21.3	-23.2	-16.6	1.89
C=CCn1c(C2CCCCC2)n[nH]c1=S	-8.0	-0.1	7.2	2.1	-14.9	-1.9	-18.9	-2.0	0.272
CCOC(=O)C1(CC2CC2)CCN(Cc2ccc(OC)cc2F)CC1	-11.9	4.7	-0.6	-4.8	-3.1	-19.3	-10.0	-4.9	0.506
O=C(Cc1ccc(-n2c(=O)c3ccccc3n(CC(=O)Nc3ccc(F)cc3F)c2=O)cc1)NCc1ccco1	-1.8	-3.5	2.2	1.4	-8.3	-11.6	-4.9	-5.1	x
COc1ccc(OCC(O)Cn2c(Nc3cccc(C)c3)nc3c2c(=O)n(C)c(=O)n3C)cc1 (stereo not drawn)	x	4.0	-1.4	0.9[fluorescence artefact?]	-6.3	-8.1	-11.0	-1.5	-0.75
Cc1ccc(NC(=O)CC2CS(=O)(=O)CC2CC(=O)Nc2ccc(C)c(C)c2)cc1C (stereo not drawn)	-0.6	0.6	6.4	4.7	-32.3	-12.8	-12.7[20 µM]	1.6	0.0472
Cc1ccc(S(=O)(=O)N/N=C/c2ccccc2O)cc1[N+](=O)[O-]	13.2	-3.2	-2.4	1.0	-11.5	-8.7	-17.6	-8.8	0.348
O=C(CSc1ncnc2c1oc1ccccc12)Nc1cccc(C(F)(F)F)c1	-2.4	-4.9	-1.1	1.7	4.3[fluorescence artefact?]	-12.8	-19.9	-14.0	0.744
CN(C)/C=N/c1nc2nccc(-c3ccccn3)n2n1	-14.6	-7.9	-4.7	6.1	0.8	-10.9	-10.4	-8.3	-0.0656
COc1ccc(CCNC(=O)CN2CCOc3ccccc32)cc1OC	0.9	-5.8	-18.7	1.9	-2.5	-2.7	3.0	2.4	-0.594
CC1(C)C2C/C(=N\O)C(C)(/[N+]([O-])=C/c3cccc([N+](=O)[O-])c3)CC21 (stereo not drawn)	19.6	1.7	-23.4	-9.4	-10.3	-8.3	-25.8	-8.4	-0.419
CC(C)c1ccc(/C=N/NC(=O)CN(c2cccc(Cl)c2Cl)S(C)(=O)=O)cc1	-6.1	-1.1	12.8	0.6[fluorescence artefact?]	-3.9	0.9	-17.0[20 µM]	-0.7	0.254
O=C1S/C(=C\c2ccc(N3CCOCC3)o2)C(=O)N1Cc1c(F)cccc1Cl	-461.4	-1.8	14.3	8.5	-1.8	-139.4	-22.4	-84.5	x
CN(CC(=O)Nc1ccc(F)c(F)c1F)C1CCCCC1	-9.1	-0.3	-13.0	-2.1	-6.2[fluorescence artefact?]	-27.6	-7.1[20 µM]	-21.8	-0.0507
CCN(Cc1cnn(C)c1)C(=O)c1cc(COc2ccc(F)cc2F)on1	0.2	-1.6	5.1	-5.3	6.8	-20.1	-26.1	4.6	-1.93
CCOC(=O)c1c(NC(=S)NC(C)=O)sc(C)c1C	-6.5	-4.7	-3.7	0.5	-2.3	-23.5	-0.6	-14.7	0.87
Oc1ccc(Cc2ncc(C(F)(F)F)cc2Cl)cc1	-6.1	-4.9	1.6	-2.3	-13.1	-7.8	-20.8	-13.2	-1.2
CNC(=O)/C=C1\NC(C)(C)Cc2c1ccc1ccccc21	-0.6	-4.2	3.0	1.3	-6.9	19.7	-10.1[20 µM]	-7.9	-1.4
